KLF5 inhibitor – suppresses KLF5 promoter-driven expression | DLD-1 KLF5 promoter-luciferase reporter, luminescence | inhibition, % at 5 µM | 290,000 compounds, 0.23% hits | AID 1700;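 active means inhibition above a per-plate limit of that plate's mean compound inhibition plus 3 SD, cut at about 60% in these data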;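 further: 0% = DMSO wells and 100% = LY294002 at 200 µM; higher means less KLF5 promoter-driven luciferase light; inactives centre near -14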
SKKanGAS inh – blocks kanamycin growth of S. pyogenes SKKanGAS strain. BacTiter-Glo, 6 h. 300,000 compounds, 1.3% hits. inhibition, % at 7.5 µM;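 active means mean replicate score, as percent of positive control median, at least 50; inconclusive means mean below 50 but one replicate at or above 50; inactive means mean and every replicate below 50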;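 further: strain carries kanamycin resistance gene driven by streptokinase promoter and grows in 40 µg/ml kanamycin; loss of luminescence reflects streptokinase promoter inhibition or plain growth inhibition; 0% = median of DMSO wells and 100% = positive control at its reference dose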
aSyn UTR inh – MLPCN primary screen, SNCA 5' untranslated region; alpha-synuclein 5'UTR reporter, inhibitor activity; inhibition, % (tested at 7.5 µM); 300,000 compounds, 0.82% hits; in the data active means inhibition above about 60%; inconclusive means no clear call, values can overlap the other calls;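 further: H4 neuroglioblastoma cells stably carrying SNCA 5'UTR luciferase fusion; 0% = DMSO wells and 100% = positive control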
HSF1 inh – HSF1 inhibition. AID 2098. NIH3T3-HGL HSE-luciferase, MG132-induced, luminescence 8 h; active compounds read low. 300,000 compounds, 0.77% hits. activity change, negative = inhibition, % at 7.5 µM (by protocol);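 active means more than half of replicate wells show activity change below -50%, luminescence cut by over half; inconclusive means some wells, but at most half, below -50%; inactive means no replicate well below -50%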;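 further: luciferase reports HSF-1 transcriptional activity via heat shock element; 0% = median of DMSO wells and -100% = zero luminescence signal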
IEC-6 cytotox – kills IEC-6 intestinal cells in KLF5 counter-screen; 290,000 compounds, 0.78% hits; inhibition, % at 5 µM; AID 1825; IEC-6 cytotoxicity, luminescence viability; in the data active means inhibition above about 22%;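 further: 0% = plate median of test compound wells and 100% = cytotoxic reference compound wells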
HSP90 inh – HSP90 refolding inhibition in rabbit reticulocyte lysate; luciferase refolding luminescence, 3 h; inhibition, % at 5.6 µM; 290,000 compounds, 0.91% hits;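 active means inhibition above the screen-wide mean plus 3 SD, computed separately per campaign, cut at about 16% in these data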;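 further: 0% = DMSO wells and 100% = 60 µM geldanamycin wells; inhibitors lower the luminescence because luciferase stays unfolded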
HSF1 activator – increases HSF-1 driven luciferase reporter signal | NIH3T3-HGL HSF-1 luciferase reporter, MG132, 8 h; 100% = twice DMSO control signal | activation, % at 9 µM | 300,000 compounds, 1.7% hits;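 active means mean replicate activation of at least 50% with a set share of replicates each reaching 50%; inconclusive means only one of those two conditions met; inactive means mean below 50% and too few replicates reaching it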;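 further: 0% = median of the neutral control wells and 100% = twice that signal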
HIF activator – HIF pathway transcriptional activation; U2OS HRE-luciferase reporter, luminescence; normalized: DMSO 0%, desferrioxamine 100%; activation, % at 7.5 µM (by protocol); 300,000 compounds, 0.32% hits; AID 1910;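 active means mean activation of at least 10% of the iron chelator positive control signal, with at least half of replicates also reaching 10%; inconclusive means mean and replicate majority disagree about reaching 10%; inactive means mean and most replicates under 10%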
Platelet DG rel – modulates dense granule release in human platelets; human platelet-rich plasma, SFLLRN dense granule ATP release, luminescence; inhibition, %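 (compounds screened at 7.5 µM in platelet-rich plasma)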; 300,000 compounds, 0.22% hits; AID 1663;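 active means mean replicate score, as percent of positive control, at or above 50; inconclusive means mean below 50 but at least one replicate at or above 50; inactive means mean and every replicate below 50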
AI-2 QS mod – modulates the Vibrio harveyi AI-2 quorum sensing system | 300,000 compounds, 0.4% hits | activity change, % at 7.5 µM | Vibrio harveyi JMH597 AI-2 luminescence/OD600 ratio, 9 h; active compounds read low; strain lacks LuxN and CqsS sensors; 0 = neutral-control median | AID 2094; in the data active means activity change below about -75%, passing the limit was not always enough; inconclusive means no clear call, values can overlap the other calls;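 further: luminescence divided by OD600 gain over 9 h not by final OD600 alone; inactives centre near 13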
* marks the source's active call; other numbers are inactive results; u = inconclusive; x = no result given.

SMILES | KLF5 inhibitor | SKKanGAS inh | aSyn UTR inh | HSF1 inh | IEC-6 cytotox | HSP90 inh | HSF1 activator | HIF activator | Platelet DG rel | AI-2 QS mod
Cc1ccc(C2/C(=C(/O)c3ccc(Cl)cc3)C(=O)C(=O)N2CC2CCCO2)o1 (centres undefined) | 4 | 3 | 0 | -26 | -4 | 1 | -38 | -0.1 | 20 | 11
CCN(CC)S(=O)(=O)c1ccc(Cc2ncc(C(F)(F)F)cc2Cl)s1 | -21 | 4 | 17 | -8 | -7 | 3 | 4 | -1.1 | 6 | 2
CCCCn1nnc(NC(=O)Cc2ccc(Cl)cc2)n1 | -16 | 2 | 12 | -2 | 5 | -2 | -6 | 0.1 | -1 | -58
Cc1ccc(NC(=O)NCc2ccccn2)cc1Cl | -22 | u | -11 | 0 | 0 | 2 | 3 | 0.8 | 4 | -2
CCOc1ccc(CN(C)CC(=O)Nc2cc(OC)c([N+](=O)[O-])cc2C)cc1 | 4 | -1 | -8 | -1 | -7 | 1 | 7 | 0.6 | 7 | 54
C/C(=N/OC(=O)C1CC1)c1cc(-c2ccc(Cl)cc2)no1 | -49 | -1 | -133 | 33 | -5 | -3 | 43 | 3.1 | 8 | -1
O=C(CSCc1ccccc1)Nc1ccccc1 | -38 | 6 | -126 | 18 | -1 | 0 | 42 | -16 | -10 | -5
O=C(O)C1=C[C@H](C2CC2)C[C@H](OCc2ccc(CO)cc2)O1 | x | -5 | 9 | -1 | x | x | 12 | 1.5 | -6 | -4
CCOc1ccccc1NC(=O)C1CCN(S(C)(=O)=O)CC1 | -10 | 1 | 2 | 4 | -5 | 0 | -9 | -4.2 | 18 | x
CCOC(=O)c1nnn(-c2ccccc2C#N)c1C | -42 | 2 | 7 | -3 | 5 | 1 | -3 | -1.0 | x | 8
Cc1ccc(NS(=O)(=O)c2sc3ccc(Cl)cc3c2C)cc1 | -13 | 24 | 2 | 4 | -2 | 6 | 15 | -0.6 | 2 | 42
O=C(OCCCN=C1NS(=O)(=O)c2ccccc21)C1CC(=O)N(c2ccc(Cl)cc2)C1 (centres undefined) | 18 | -2 | -2 | 11 | -2 | 2 | 21 | 0.1 | -2 | -1
CCOC(=O)c1nnc(-c2ccccc2)nc1N1CC(C)OC(C)C1 (centres undefined) | -12 | -3 | 16 | -5 | 1 | -1 | 20 | 0.0 | -4 | 35
Cc1ccc(C(C(=O)NCc2ccc(F)cc2)N(CCCO)C(=O)C2COc3ccccc3O2)o1 (centres undefined) | -22 | -2 | -4 | 0 | -5 | 0 | -2 | -0.3 | 4 | 6
O=C(NCc1ccc(F)cc1)c1cnccn1 | -22 | -1 | 5 | -12 | 1 | 4 | -15 | -0.7 | 3 | 2
Cc1ccc2c(CC(=O)NCc3ccco3)coc2c1C | -6 | -1 | -95 | 3 | 15 | 1 | 9 | 1.9 | 4 | 22
C#CCOCCOCCOCCNc1nc(N2CCOCC2)nc(N2CCN(C(=O)[C@H]([C@@H](C)CC)n3cc(CCCCN)nn3)CC2)n1 | -11 | 4 | 2 | -2 | -3 | -3 | -4 | -0.3 | 16 | 12
CCN(CC)c1ccc(C(=O)N/N=C(\C)c2ccc(O)cc2)cc1 | -34 | -10 | 13 | 0 | -2 | -3 | 22 | -0.2 | -2 | -5
COc1cc(OC)c(OC)cc1CNCc1ccc2c(c1)OCO2 | -42 | -9 | 8 | -1 | 1 | -3 | 1 | -0.4 | 0 | 10
COc1ccc(-c2cc(C(=O)NCCN3CCOCC3)no2)cc1OC | -11 | 0 | -2 | -3 | -8 | 2 | 9 | 0.0 | 0 | 12
COc1cc(/C=N/n2c(=S)[nH]nc(C)c2=O)cc([N+](=O)[O-])c1O | -13 | 6 | 4 | 0 | 1 | -1 | 5 | 0.1 | -3 | 19
COc1ccc(OCCCn2cc(/C=C3/C(=N)N4C=C(C)SC4=NC3=O)c3ccccc32)cc1 | -47 | 35 | -70 | -9 | -12 | 0 | 14 | 0.0 | 8 | 9
Cc1ccsc1C(=O)c1sccc1C | -6 | -1 | 4 | -7 | 4 | -4 | -2 | 0.0 | -1 | 10
CSc1ccccc1NC(=O)c1ccc(Br)o1 | -14 | 5 | -78 | 23 | 0 | 2 | 27 | 2.2 | -2 | -4
O=C(C1CCCN1C(=O)c1cccs1)N1CCN(Cc2ccc3c(c2)OCO3)CC1 (centres undefined) | 4 | -2 | 10 | 8 | 0 | 1 | 21 | -2.1 | 11 | 13
Cc1cc(OCC(=O)O/N=C(\N)c2ccccc2)ccc1Br | -27 | -5 | -39 | 5 | -4 | -1 | 16 | 0.6 | -3 | -44
COc1ccccc1NC(=O)N1CCCC1C(=O)NC1CCCCC1 (centres undefined) | -22 | -10 | 1 | -14 | 3 | 5 | -4 | 0.8 | -2 | 12
CC(=O)Nc1ccccc1C(=O)C(=O)Nc1cccc(C(=O)NCc2ccc(C)cc2)c1 | -8 | -9 | -11 | 13 | -3 | -4 | 39 | -0.4 | -7 | 18
Cc1ccc(S(=O)(=O)/N=C(/NC(=S)Nc2cccc(C)c2)c2ccccc2)cc1 | -57 | 15 | -60 | 14 | -4 | -9 | 33 | -0.4 | 3 | 21
COc1ccc(NC(=O)C(Br)C(C)C)cc1 (centres undefined) | -20 | -9 | -29 | 3 | -3 | -1 | 12 | 0.0 | -3 | 27
C/C(=N\NC(=O)C(=O)Nc1cc(C)ccc1C)c1ccncc1 | -49 | 2 | 12 | 3 | -4 | -3 | 1 | -0.2 | -3 | 30
CCN(CC)CCNC(=O)c1ccccc1N | -37 | -3 | -1 | -4 | -2 | 1 | 1 | -9.9 | -3 | -27
CC(=O)c1ccc(NC(=O)c2ccccc2Sc2ncnc3sc(C)c(C)c23)cc1 | -25 | -7 | -56 | 5 | -4 | -1 | 32 | 0.2 | 13 | 5
COC(=O)N1CC(=O)N(OC)C1c1ccc(Cl)cc1Cl (centres undefined) | 23 | -5 | 21 | -1 | 2 | 5 | -8 | -0.8 | 3 | 13
COc1ccc(CN(C(=O)c2cccs2)c2nccs2)cc1OC | -14 | 0 | -5 | 0 | 0 | 0 | 0 | 0.7 | 2 | 13
COc1ccc([N+](=O)[O-])cc1N(CC(=O)N1CCOCC1)S(C)(=O)=O | 3 | -1 | -1 | -8 | -8 | -3 | 2 | -0.3 | -3 | 17
CCN1/C(=C2\SC(=S)N(Cc3ccccc3)C2=O)Sc2ccccc21 | -23 | 2 | 0 | -3 | -1 | 2 | -7 | -0.3 | -1 | 22
O=C(c1ccccc1)C1CCN(C(=O)C2CCC(=O)N(Cc3cccc(F)c3)C2)CC1 (centres undefined) | -11 | 0 | 5 | 2 | -1 | 6 | 4 | -11 | 10 | 34
Brc1cc2c(cc1/C=N/Nc1nc(N3CCOCC3)nc(N3CCOCC3)n1)OCO2 | -23 | 7 | -4 | -9 | -5 | -3 | -3 | 0.6 | 8 | 19
COc1cccc(N(CC(=O)NCCSCc2ccc(Cl)cc2)S(C)(=O)=O)c1 | -56 | 2 | 7 | 1 | -7 | 0 | 14 | -22 | -27 | 21
COC(=O)[C@H](CC(C)C)NC(=O)CCc1nnc(COc2ccccc2)o1 | -17 | -21 | -12 | -1 | 8 | -1 | 12 | 0.2 | 0 | 3
COc1cc(-c2nc(CN3CCN(CC(C)C)C(=O)[C@@H]3C)c(C)o2)ccc1F | -22 | -4 | -2 | -2 | -6 | -5 | 1 | -0.2 | 0 | 11
CN(CC(=O)Nc1ccccc1C(F)(F)F)C(=O)Cc1ccc(S(=O)(=O)N2CCOCC2)s1 | x | -5 | 2 | -5 | x | x | -17 | 0.5 | 21 | -4
O=C(CCCN1C(=O)/C(=C\c2ccco2)SC1=S)Nc1ccc(O)cc1C(=O)O | -31 | 6 | -11 | -1 | -17 | -1 | 8 | -1.1 | 7 | 7
O=S(=O)(N/N=C/c1c(F)cccc1Cl)c1ccccc1 | 4 | -6 | -3 | 2 | 0 | -1 | 9 | 0.3 | 3 | 13
COCCOC(=O)C(C#N)c1nc2ccccc2nc1N1CCN(Cc2ccccc2)CC1 (centres undefined) | 2 | 9 | -2 | 10 | -1 | 3 | 13 | -0.4 | -8 | 26
C/C(=N\Nc1cccc(C(=O)O)c1)c1ccc(Cl)s1 | -120 | -7 | -8 | -2 | -4 | 7 | 0 | -0.5 | -18 | 37
O=C(Nc1ncc(Br)s1)C1CCCN1S(=O)(=O)c1cccc2cccnc12 (centres undefined) | -44 | -3 | 16 | 3 | 3 | -4 | -3 | x | -1 | 36
CCOC(=O)CSc1nnc(CNC(=O)c2cccc(C)c2)n1-c1ccccc1OC | 1 | 2 | -20 | -7 | -5 | 0 | -2 | 0.3 | 1 | 21
Cc1ccc(/C=N/Nc2nc3ccccc3[nH]2)s1 | -30 | 7 | -312 | 440 | 8 | 10 | 452* | 4.3 | 14 | 3

The list continues:
SMILES | KLF5 inhibitor | SKKanGAS inh | aSyn UTR inh | HSF1 inh | IEC-6 cytotox | HSP90 inh | HSF1 activator | HIF activator | Platelet DG rel | AI-2 QS mod
O=C(NCCC1CCCC1)C1CCC(=O)N(CCCN2CCCC2=O)C1 (centres undefined) | -24 | -3 | -11 | -17 | -3 | 1 | -9 | -1.5 | -3 | 31
Cc1ccc2nc(NC(=O)CN3CCN(c4ccccn4)CC3)sc2c1 | -39 | 20 | -11 | -6 | -5 | -6 | 7 | 2.5 | 1 | 26
O=C(/C=C/c1ccnc2ccccc12)c1cccs1 | -108 | -10 | -80 | x | 0 | 6 | x | 3.0 | 34 | 1
CC(OC(=O)c1ccccc1O)C(=O)Nc1cccc(Cl)c1 (centres undefined) | 1 | 5 | -4 | 7 | 2 | 4 | 6 | -0.3 | 0 | 24
c1cnc(Oc2ccc(-c3nnco3)cc2)cn1 | 6 | 0 | 2 | -6 | 4 | 2 | -8 | 0.2 | 0 | 8
CC(C)CCn1c(SCC(N)=O)nc2c1c(=O)n(C)c(=O)n2C | -30 | 1 | -13 | -3 | -2 | -5 | 9 | -0.3 | 22 | 31
O=C1CN(C(=O)COC(=O)C23CC4CC(CC(O)(C4)C2)C3)c2ccccc2N1 | -27 | -7 | 6 | -1 | 2 | -2 | -4 | 1.2 | 0 | 2
O=C(CCSc1nnc(-c2ccco2)o1)Nc1ccc(F)cc1 | -14 | -5 | 16 | 7 | -1 | -4 | 4 | 0.0 | 0 | 20
COc1cc2c(cc1OC)C(c1ccncc1)CC(=O)N2 (centres undefined) | 5 | -14 | 22 | 16 | 1 | 2 | 25 | -0.9 | -6 | 18
O=C(O)c1cccnc1Sc1ccc(Cl)cc1 | -24 | 0 | -11 | 0 | 1 | 2 | 4 | -0.5 | -1 | u
CCOC(=O)Cn1nnnc1C | -24 | 12 | 9 | -3 | -1 | 0 | 12 | 0.0 | -1 | 17

Screening data from PubChem.
